# AGP1 TOR yeast: alters AGP1-GFP fluorescence in TOR pathway yeast screen; AID 2066; GFP response vs DMSO, % at 10 µM; S. cerevisiae AGP1-GFP multiplex flow cytometry, 3 h; GFP as percent of DMSO wells; 0.02% of 320,000 active;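 active means GFP response relative to DMSO above a set limit, near screen average plus 3 SD, cut at about 150% in these data; inconclusive means fewer than 70 cells counted for the yeast strain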;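 further: median GFP channel fluorescence of the gated AGP1 strain per well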
# RPL19A TOR yeast: yeast TOR pathway RPL19A-GFP modulation. percent response vs DMSO, % at 10 µM. S. cerevisiae RPL19A-GFP strain, flow cytometry, 3 h; active compounds read low. AID 2025. 0.3% of 330,000 active;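 active means percent response vs DMSO below 50%; inconclusive means fewer than 70 events counted for the yeast strain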;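 further: median channel GFP fluorescence of the barcoded RPL19A-GFP strain; ratio of sample median GFP to plate DMSO average so 100% = DMSO; lower means less RPL19A-GFP as with rapamycin TOR inhibition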
# procasp3 activ: activates human procaspase-3; 0.11% of 330,000 active; P42574; activation, % at 8.5 µM; recombinant procaspase-3 D3A, Ac-DEVD-pNA absorbance 405 nm;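 active means activation above the mean of all tested compounds plus 3 SD, cut at about 21% in these data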;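 further: 0% = DMSO alone and 100% = DMSO wells spiked with extra 5 µM PC-3 D3A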
#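 Test system: Procaspase-3 D3A mutant, all three cleavage aspartates alanine | Dosing: Single dose, 8.5 µM nominal compound, 0.8% DMSO | Schedule: 1 h preincubation, 2 h reaction | Technique: 405 nm absorbance of p-nitroaniline, reads at 0 and 120 min | Repeats: One well per compound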
# MEP2 TOR yeast: alters MEP2-GFP fluorescence in TOR pathway yeast screen | AID 2016 | GFP response vs DMSO, % at 10 µM | S. cerevisiae MEP2-GFP strain, flow cytometry GFP, 3 h; 100% = DMSO control level | 0.51% of 330,000 active;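 active means GFP response versus DMSO above a set limit, roughly screen mean plus 3 SD, cut at about 180% in these data; inconclusive means fewer than 70 cells counted for a yeast strain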;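 further: median GFP fluorescence of the barcode-gated MEP2-GFP cells per well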
# LAP4-GFP MLPCN: alters LAP4-GFP fluorescence in TOR pathway yeast screen; S. cerevisiae LAP4-GFP multiplex, flow cytometry GFP, 3 h; median GFP as percent of DMSO wells; GFP response vs DMSO, % at 10 µM; 0.34% of 320,000 active; AID 2023;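 active means GFP response vs DMSO above a set limit, about the screen mean plus 3 SD, cut at about 150% in these data; inconclusive means under 70 cell events counted for the yeast strain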
# CIT2 TOR yeast: yeast TOR pathway CIT2-GFP modulation; 0.065% of 320,000 active; S. cerevisiae CIT2-GFP strain, flow cytometry, 3 h; 100 means same as DMSO wells; GFP response vs DMSO, % at 10 µM;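 active means GFP response relative to DMSO above a set limit, near the screen mean plus 3 SD, cut at about 150% in these data; inconclusive means Fewer than 70 cells measured for a yeast strain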;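 further: ratio of well median GFP fluorescence to mean of DMSO wells on the plate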
# AHR activator: activators of human aryl hydrocarbon receptor; P35869; AHR-responsive luciferase reporter cells, luminescence; activation, % at 5 µM; 2.5% of 320,000 active; AID 2796; in the data active means activation above about 47%;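 further: 0% = vehicle wells and 100% = reference agonist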
# Target sequence (P35869 whole entry, looked up): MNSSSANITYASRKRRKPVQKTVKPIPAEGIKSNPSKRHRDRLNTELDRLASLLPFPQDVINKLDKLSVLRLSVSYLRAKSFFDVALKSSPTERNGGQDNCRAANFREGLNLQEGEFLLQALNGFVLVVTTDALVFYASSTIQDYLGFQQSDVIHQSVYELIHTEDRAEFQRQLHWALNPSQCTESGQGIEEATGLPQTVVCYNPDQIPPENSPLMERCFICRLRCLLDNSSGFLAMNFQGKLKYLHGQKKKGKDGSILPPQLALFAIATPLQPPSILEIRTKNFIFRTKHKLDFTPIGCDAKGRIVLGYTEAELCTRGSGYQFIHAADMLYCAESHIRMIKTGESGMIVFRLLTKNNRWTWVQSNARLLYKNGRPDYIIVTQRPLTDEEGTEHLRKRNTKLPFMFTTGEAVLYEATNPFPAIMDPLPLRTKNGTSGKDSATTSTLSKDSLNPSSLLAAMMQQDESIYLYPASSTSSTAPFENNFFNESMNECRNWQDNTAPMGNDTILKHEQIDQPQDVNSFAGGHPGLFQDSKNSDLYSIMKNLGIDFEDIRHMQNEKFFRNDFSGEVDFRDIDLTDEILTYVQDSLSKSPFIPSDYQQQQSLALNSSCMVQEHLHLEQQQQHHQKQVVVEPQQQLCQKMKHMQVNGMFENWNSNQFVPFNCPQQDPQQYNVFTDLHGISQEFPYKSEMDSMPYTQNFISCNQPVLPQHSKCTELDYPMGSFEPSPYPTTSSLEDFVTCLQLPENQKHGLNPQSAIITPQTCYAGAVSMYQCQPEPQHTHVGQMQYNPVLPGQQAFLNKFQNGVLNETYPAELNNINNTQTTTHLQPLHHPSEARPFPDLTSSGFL
# procasp7 counter: counter-screen: procaspase-7 (human) activation; P55210; recombinant procaspase-7, Ac-DEVD-pNA absorbance 405 nm; D23A/D198A/D206A triple mutant, cannot self-cleave; scale: DMSO 0, 5 µM enzyme 100; activation, % at 8.5 µM; 0.093% of 330,000 active; AID 463210;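 active means percent activation above the screen-wide mean plus 3 SD, cut at about 25% in these data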
#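 Assay system – Uncleavable procaspase-7 mutant enzyme · Quantity – 2 µM procaspase-7 mutant as dispensed · Times – 1 h preincubation, 2 h reaction · Dosing – single nominal 8.5 µM compound dose, 0.8% DMSO final · Buffer or medium – Zinc-free 50 mM HEPES buffer, pH 7.4, with NaCl and Triton X-100 · Detection – Epi-absorbance of released pNA at 405 nm, two timepoints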
# * hit, by the source's call; ? = inconclusive; . = no result given. Compounds were not picked by outcome (roughly 3.5% active in at least one column).
SMILES,AGP1 TOR yeast,RPL19A TOR yeast,procasp3 activ,MEP2 TOR yeast,LAP4-GFP MLPCN,CIT2 TOR yeast,AHR activator,procasp7 counter
O=S(=O)(Nc1ncccc1O)c1ccc(Cl)cc1,100,99,5,102,103,108,-7,6
Cc1ccc(S(=O)(=O)N2CCOCC2)cc1NC(=O)COC(=O)CNC(=O)c1ccccc1,106,99,-3,113,104,90,1,-5
Cc1ccc(OCC(=O)N/N=C\c2ccncc2)c(C)c1,96,98,5,96,99,95,6,16
CC(=O)c1ccc(N(CC(=O)NC2CCCC2)C(=O)CCC(=O)Nc2cc(C)on2)cc1,104,104,1,107,95,105,3,6
Cc1cccc2cc(CN(Cc3cccnc3)C(=O)c3ccncc3)c(=O)[nH]c12,108,105,-2,100,103,100,4,4
Cc1ccc([N+](=O)[O-])cc1NC(=S)NC(=O)c1ccco1,116,96,-6,100,96,90,4,0
CCOc1ccc(S(=O)(=O)Nc2cc(Cl)ccc2O)cc1,113,102,0,106,109,105,-1,0
COCCCNC(=O)c1ccc2nc3ccccc3c(=O)n2c1,99,96,-4,104,107,99,12,-3
COc1cccc(CNC(=O)CSc2nc3ccc(C)cc3[nH]2)c1,102,104,2,106,96,115,53*,-2
CCOC(=O)N1CCC(N2C(=O)c3cc(C(=O)NC4CCCCC4)ccc3C2O)CC1 (configuration not stated),104,102,2,97,98,109,1,1
CC1CN(C(=O)CCC(=O)N2CCN(c3cccc(C(F)(F)F)c3)CC2)c2ccccc2O1 (configuration not stated),103,101,12,104,98,103,-2,-4
CCNc1cccc2c1C(=O)N(C)C2=O,97,101,-26,105,102,94,0,-28
O=C(CSc1nnc2c(n1)[nH]c1ccc(S(=O)(=O)N3CCOCC3)cc12)Nc1ccccc1Cl,102,99,1,101,98,103,2,4
O=C(O)CCCn1cc(NC(=O)COc2ccc(F)cc2F)cn1,99,104,9,96,94,101,-3,7
CCOc1ccc(CC(=O)Nc2c(C(=O)Nc3ccccc3)oc3ccccc23)cc1OCC,97,94,-1,94,101,97,5,9
NC(=O)CN(Cc1ccccc1)S(=O)(=O)c1ccc2c(c1)OCCO2,103,107,-1,106,107,97,6,-6
CCN1CCN(C(=O)C(N)Cc2ccccc2)CC1 (configuration not stated),96,98,5,91,105,89,5,-2
CCSc1ccccc1C(=O)NCc1ccc(S(N)(=O)=O)cc1,98,97,-5,102,102,104,-1,-8
CCn1c(SCC(=O)NC2CCCC2)nnc1C(C)NC(=O)c1ccccc1F (configuration not stated),98,102,-2,99,92,106,0,7
CN(C)S(=O)(=O)c1ccc(N2CCN(S(=O)(=O)c3ccc(F)cc3)CC2)c(Cl)c1,96,99,7,103,102,93,-4,7
CC1CCc2cc(F)ccc2N1C(=O)CSc1nnc2c3cc(F)ccc3n(C)c2n1 (configuration not stated),106,105,2,109,94,108,17,20
CCCNC(=O)C/C(C)=N/NC(=O)COc1ccc(C)cc1Br,21,94,6,107,89,91,12,5
CC1Cc2ccccc2N1C(=O)CSCC(=O)O (configuration not stated),103,109,-3,112,110,102,8,0
COc1ccc(NC(=O)Cc2ccccc2F)cn1,106,104,2,103,106,107,6,-8
CCOC(=O)C/C(=N\Nc1ncnc2ccccc12)c1ccccc1,83,95,-41,98,88,78,69*,-13
NC(=O)N/N=C/c1ccc(OCc2cccc(Cl)c2)cc1,109,94,-7,101,106,102,1,11
Cc1ccnc(NC(=O)Cc2ccc([N+](=O)[O-])cc2)c1,94,92,6,97,93,90,5,7
O=C(CSc1nnc2sc3ccccc3n12)NCc1ccc2c(c1)OCO2,100,98,3,104,91,101,6,2
O=C(NC(=S)Nc1ccc2c(c1)OCCO2)c1cccc2ccccc12,97,101,2,108,103,99,3,-2
Cc1nn(C)c(C)c1/C=N/NC(=O)c1csc2ccccc12,99,95,-2,94,103,.,30,10
COC(=O)c1ccccc1NC(=O)Cn1cnc2c1c(=O)n(C)c(=O)n2C,105,101,1,105,110,96,-3,7
Cn1c(N2CCN(C(=O)Nc3ccc(F)cc3)CC2)nc2ccccc21,.,97,5,96,94,99,-9,7
O=c1[nH]c(NCCO)nnc1Cc1ccc(Cl)cc1,109,97,-5,101,111,114,2,4
COc1ccc(NC(=O)Cn2nc3n(c2=S)CCC3)cc1,110,111,-3,?,?,106,0,-1
C=CCC[C@@H](Cc1ccc(F)cc1)C(=O)OC[C@@H]1CCCN1C(=O)[C@@H](CC=C)CC(=O)N(CCO)Cc1ccccc1,94,92,4,91,88,86,-2,-4
CCOC(=O)c1sc(=S)n(-c2ccc(C)cc2)c1N,98,92,-13,97,102,91,15,-11
CCCSc1nc(C)cc(C)c1S(C)(=O)=O,104,98,2,101,100,106,-1,-2
CC(C)(C)C(C(=O)O)N1CCS(=O)(=O)CC1 (configuration not stated),110,100,3,96,110,103,1,3
O=C(Oc1ccc(Cl)c2cccnc12)c1cccnc1,107,102,-7,107,100,105,23,-2
CSc1ccn(CCC(=O)O)c(=O)n1,103,103,-5,106,101,98,2,10
CCCCCC(=O)N/N=C/c1ccc(N(C)C)cc1,101,110,-2,102,98,108,22,2
Cc1ccc(NC(=O)CN(C)C(=O)Cc2c(Cl)cccc2Cl)cc1,93,96,5,104,87,93,5,11
Cc1ccc(/C(=N/Nc2nc3ccccc3s2)C2=C(O)c3ccccc3C2=O)cc1,100,100,-7,88,82,98,10,14
Cc1cccc2cc(CN(CC3CCCO3)C(=S)NCc3ccco3)c(=O)[nH]c12 (configuration not stated),95,101,-11,87,90,115,12,-15
COc1ccc(CN(C)C(=O)c2cccc(S(=O)(=O)N3CCc4ccccc43)c2)c(OC)c1,98,94,4,95,95,99,16,4
Cc1cccc(C(=O)NNC(=S)NC(=O)c2ccccc2)c1,111,109,-7,100,155*,105,9,-11
COc1ccc(NC(=O)Cn2c(=O)oc3ccccc32)cc1,106,99,3,112,113,103,-2,2
Cc1cc(C(=O)OCC(=O)NC2CC2)c2ccccc2n1,97,97,-5,101,103,90,0,1
Cc1cccc(NC(=O)Cn2nnc3sc4c(c3c2=O)CC(C)(C)OC4)c1,101,93,-3,97,103,93,11,8
CCN(CC)S(=O)(=O)c1ccc(NC(=O)c2ccc(Sc3nncn3C)c([N+](=O)[O-])c2)cc1,99,102,-29,100,109,92,-1,0
NC(=S)NNc1ccnc2cc(Cl)ccc12,104,102,-27,101,99,100,4,-26
C=CCn1c(=O)/c(=C/c2cc(OC)c(OC)c(OC)c2)s/c1=C(/C#N)c1nc2ccccc2n1C,108,100,-8,108,105,107,14,-2
CCN1CCN(C(=O)C(C)Nc2cc(Cl)c(OC)cc2OC)CC1 (configuration not stated),99,91,5,99,97,94,5,6
CC(C)[C@H](NC(=O)c1ccccc1Cl)C(=O)Nc1nc(-c2ccccn2)cs1,102,95,-7,93,103,95,11,7

# Whole records, looked up by structure. Screens in order: AGP1 TOR yeast | RPL19A TOR yeast | procasp3 activ | MEP2 TOR yeast | LAP4-GFP MLPCN | CIT2 TOR yeast | AHR activator | procasp7 counter
# Entry for CCCSc1nc(C)cc(C)c1S(C)(=O)=O → 104 | 98 | 2 | 101 | 100 | 106 | -1 | -2
# Entry for Cc1cccc2cc(CN(CC3CCCO3)C(=S)NCc3ccco3)c(=O)[nH]c12 (configuration not stated) → 95 | 101 | -11 | 87 | 90 | 115 | 12 | -15

# An excerpt from the list above, for reference:
SMILES,AGP1 TOR yeast,RPL19A TOR yeast,procasp3 activ,MEP2 TOR yeast,LAP4-GFP MLPCN,CIT2 TOR yeast,AHR activator,procasp7 counter
CCCCCC(=O)N/N=C/c1ccc(N(C)C)cc1,101,110,-2,102,98,108,22,2
Cc1ccc(NC(=O)CN(C)C(=O)Cc2c(Cl)cccc2Cl)cc1,93,96,5,104,87,93,5,11
Cc1ccc(/C(=N/Nc2nc3ccccc3s2)C2=C(O)c3ccccc3C2=O)cc1,100,100,-7,88,82,98,10,14
Cc1cccc2cc(CN(CC3CCCO3)C(=S)NCc3ccco3)c(=O)[nH]c12 (configuration not stated),95,101,-11,87,90,115,12,-15
COc1ccc(CN(C)C(=O)c2cccc(S(=O)(=O)N3CCc4ccccc43)c2)c(OC)c1,98,94,4,95,95,99,16,4
Cc1cccc(C(=O)NNC(=S)NC(=O)c2ccccc2)c1,111,109,-7,100,155*,105,9,-11
COc1ccc(NC(=O)Cn2c(=O)oc3ccccc32)cc1,106,99,3,112,113,103,-2,2
Cc1cc(C(=O)OCC(=O)NC2CC2)c2ccccc2n1,97,97,-5,101,103,90,0,1
Cc1cccc(NC(=O)Cn2nnc3sc4c(c3c2=O)CC(C)(C)OC4)c1,101,93,-3,97,103,93,11,8
CCN(CC)S(=O)(=O)c1ccc(NC(=O)c2ccc(Sc3nncn3C)c([N+](=O)[O-])c2)cc1,99,102,-29,100,109,92,-1,0
NC(=S)NNc1ccnc2cc(Cl)ccc12,104,102,-27,101,99,100,4,-26
C=CCn1c(=O)/c(=C/c2cc(OC)c(OC)c(OC)c2)s/c1=C(/C#N)c1nc2ccccc2n1C,108,100,-8,108,105,107,14,-2
CCN1CCN(C(=O)C(C)Nc2cc(Cl)c(OC)cc2OC)CC1 (configuration not stated),99,91,5,99,97,94,5,6
CC(C)[C@H](NC(=O)c1ccccc1Cl)C(=O)Nc1nc(-c2ccccn2)cs1,102,95,-7,93,103,95,11,7
